TbPYK inhibitor = qHTS of Trypanosoma Brucei Inhibitors; TbPYK enzyme, Kinase-Glo Plus ATP luminescence, 45 min; 410,000 tested, 0.12% active; Potency, µM (top dose mostly 76.8 µM), for the others: top-dose activity, negative = inhibition, actives largely listed as inhibitors; also: potency is read from the fitted curve at half-maximal effect; nearly all actives have a fitted effect of over 50% in size
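Readout: single end-point luminescence (Kinase-Glo Plus, 10 min). Reaction conditions were TbPYK/substrate plus 130 uM ADP, 45 min at RT, pH 7.2 TEA buffer. No-enzyme wells served as controls, and data were normalized before concentration-response fitting.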
LmPK inhibitor = qHTS Assay for Inhibitors of Leishmania Mexicana Pyruvate Kinase (LmPK) | Q27686 | purified LmPK, Kinase-Glo ATP luminescence, 1 h | Potency, µM (doses to about 57.5 µM), for inactives: at the top dose activity change, negative = inhibition, usual class: inhibitors | 290,000 tested, 0.37% active; also: potency is read from the fitted curve at half-maximal effect
Target sequence (Q27686 whole entry, looked up): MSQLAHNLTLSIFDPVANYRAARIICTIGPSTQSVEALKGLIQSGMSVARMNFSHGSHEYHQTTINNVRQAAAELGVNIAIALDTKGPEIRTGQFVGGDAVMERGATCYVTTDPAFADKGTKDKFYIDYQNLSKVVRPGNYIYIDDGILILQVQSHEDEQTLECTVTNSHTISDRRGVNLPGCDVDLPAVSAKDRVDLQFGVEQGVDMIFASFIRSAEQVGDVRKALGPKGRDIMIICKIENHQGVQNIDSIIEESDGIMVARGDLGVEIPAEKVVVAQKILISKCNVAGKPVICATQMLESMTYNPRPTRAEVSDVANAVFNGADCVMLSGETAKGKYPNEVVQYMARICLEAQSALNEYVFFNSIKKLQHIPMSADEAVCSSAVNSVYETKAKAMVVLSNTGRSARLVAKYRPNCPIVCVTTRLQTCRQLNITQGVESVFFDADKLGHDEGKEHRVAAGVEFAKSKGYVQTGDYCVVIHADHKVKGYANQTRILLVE
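0.1 nM LmPK, 0.5 mM PEP, 0.1 mM ADP; 50 mM imidazole pH 7.2, 7 mM MgCl2, 50 mM KCl; 1 h RT. Kinase-Glo luminescence readout, normalized to no-enzyme (full inhibition) and uninhibited wells.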
Sm TGR block = qHTS Assay for the Inhibitors of Schistosoma Mansoni Peroxiredoxins. Schistosoma mansoni thioredoxin glutathione reductase (TGR), Q962Y6. purified TGR, DTNB reduction, TNB absorbance 405 nm. Potency, µM (highest dose often 114 µM), inactives show top-dose activity change, negative = inhibition, most hits filed as inhibitors. 360,000 tested, 3% active; also: potency is read from the fitted curve at half-maximal effect; nearly all actives have a fitted effect of over 60% in size
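TGR 20 nM + NADPH 100 uM (dispensed conc.), cpd preinc 15 min RT; start with NADPH (500 uM addition) then DTNB (15 mM addition). Kinetic TNB absorbance, 405 nm filter. Four-parameter Hill fit across titration.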
AMA1 RON2 block = qHTS for Inhibitors of AMA1-RON; Towards Development of Antimalarial Drug Lead: Primary Screen. 360,000 tested, 0.2% active. AlphaScreen AMA1-biotinylated RON2 peptide binding. Plasmodium falciparum AMA1 (3D7) - RON2 peptide interaction. Potency, µM (series often up to 58.2 µM), inactives show top-dose activity change, negative = inhibition, most hits filed as inhibitors. AID 720542, 2013;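 also: potency is read from the fitted curve at half-maximal effect; 0% = vehicle wells and -100% = peptide control; nearly all actives have a fitted effect of over 45% in size; some results filed as inactive show a strong effect at the top dose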
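AMA1 (3D7) with his tag at 25 nM final met compounds first, then biotinylated RON2 peptide at 25 nM; detection used donor plus acceptor beads, 10 µg/mL apiece, read by AlphaScreen after 30 min at room temperature.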
AmpC inh detg = qHTS Inhibitors of AmpC Beta-Lactamase (assay with detergent); AID 485294, 2010; Potency, µM (series often up to 114 µM), inactives show at the top dose activity change, negative = inhibition, most hits filed as inhibitors; P00811; 370,000 tested, 0.041% active; AmpC hydrolysis of nitrocefin, absorbance 480 nm, 0.01% Triton;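 also: potency is read from the fitted curve at half-maximal effect; 0% = no-compound wells and -100% = no-enzyme wells; nearly all actives have a fitted effect of over 25% in size; some results filed as inactive show a strong effect at the top dose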
Target sequence (P00811 whole entry, looked up): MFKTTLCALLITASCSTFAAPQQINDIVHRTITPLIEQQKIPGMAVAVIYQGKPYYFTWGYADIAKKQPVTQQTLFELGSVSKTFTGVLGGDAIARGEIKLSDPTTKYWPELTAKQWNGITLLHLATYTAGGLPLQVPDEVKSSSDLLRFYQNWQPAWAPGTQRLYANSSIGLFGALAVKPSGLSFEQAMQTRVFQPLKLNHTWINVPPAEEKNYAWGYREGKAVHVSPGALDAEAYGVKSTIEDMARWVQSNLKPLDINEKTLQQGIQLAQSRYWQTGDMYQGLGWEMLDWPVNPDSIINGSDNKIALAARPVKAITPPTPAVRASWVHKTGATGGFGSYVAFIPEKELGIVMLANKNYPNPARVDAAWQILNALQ
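AmpC (5.3 nM in the dispensed reagent) in 20 mM phosphate pH 7.0 with 0.01% (detergent screen) or 0.0001% Triton X-100 was preincubated with compounds for 15 min at room temperature. Nitrocefin was then added from an 800 uM solution, and hydrolysis was followed at 480 nm.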
AmpC inh no detg = qHTS Inhibitors of AmpC Beta-Lactamase (assay without detergent); AmpC nitrocefin hydrolysis, absorbance 480 nm, 0.0001% Triton; Potency, µM (highest dose often 57.1 µM), for inactives: at the top dose activity change, negative = inhibition, usual class: inhibitors; P00811; 330,000 tested, 0.52% active;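 also: potency is read from the fitted curve at half-maximal effect; plate controls were no compound for no effect and no enzyme for full effect; nearly all actives have a fitted effect of over 20% in size; some results filed as inactive show a strong effect at the top dose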
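20 mM phosphate pH 7.0 + 0.01% (detergent screen) or 0.0001% Triton X-100; 5.3 nM AmpC reagent; cpd preinc 15 min RT; nitrocefin (800 uM stock) to start; A480 q20 s × 4 min; Activity was normalised to no-enzyme and no-compound control wells.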
HCMV antiviral = qHTS Assay for inhibitors of the human cytomegalovirus (HCMV); 410,000 tested, 4.5% active; HFF cells, HCMV-luciferase reporter, 72 h; active compounds read low; AID 1259415, 2018; activity change, negative = inhibition, % at 57.5 µM; in the data active = activity change below about -60%; inconclusive = no clear call, values can overlap the other calls; inactive = above about -39%
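Two-dose cell screen: HFF monolayers treated with compounds and infected with luciferase-expressing HCMV at 1 PFU/cell, 72 h at 37C, then lysed for luciferase measurement.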
The depositor's hits bear a star; u = inconclusive; x = not tested or not shown; & = joins results of further samples; [ ] = remark or other dose. Unless noted, calls follow the shape of the dose curve; as a rule, active = well fitted curve in the direction sought with a large enough effect; inconclusive = small, poorly fitted or top-dose-only effect, or another doubt; inactive = no such curve, though single readings can be large; an effect the other way counts as inactive or inconclusive. Unless noted, % is scaled to controls: 0 for no effect and ±100 for the full control effect.

Results follow in this order: TbPYK inhibitor | LmPK inhibitor | Sm TGR block | AMA1 RON2 block | AmpC inh detg | AmpC inh no detg | HCMV antiviral
1: Cc1cc(O)c(CN2CC=C(c3ccccc3)CC2)cc1C(C)C
→ 3% | 7% | -8% | 0% | 2% | -39% | -1
2: Cc1ccc(OCCSCc2nnc(NC(=O)Nc3cccc(Cl)c3)s2)cc1
→ -1% | -1% | -7% | -1%[2.32 µM] | -8% | 1%[2.29 µM] | u
3: CC1CCN(C(=O)COC(=O)c2cc(Cl)cc(Cl)c2N)CC1
→ -3% | 2% | 4% | 31%[activator] | u | 14% | -17
4: O/N=C1/CCc2cccc3cccc1c23
→ 0% | -2% | 1% | -3% | 4% | -27% | 1
5: COc1ccccc1NC(=O)c1ccc(-n2cncn2)nc1
→ -6% | 0% | -3% | 23% | u | -14% | -32
6: CCOc1ccccc1CNC(=O)c1ccc2nc(N3CCC(C)CC3)sc2c1
→ -2% | x | 0% | x | 0% | x | 25
7: CCOC(=O)C1CCN(c2nc3c(S(=O)(=O)c4ccc(CC)cc4)nnn3c3ccc(Cl)cc23)CC1
→ 1% | x | 3% | x | 26% | x | 10
8: CN(CC(=O)Nc1ccc(Cl)cc1)C(=O)c1ccc(COc2ccccc2)cc1
→ 2% | x | 40%[activator] | 0% | 2% | -31% | -21
9: COc1ccc(C(=O)CC(c2ccccc2)C2CCCCC2=O)cc1 (stereo unspecified)
→ 0% | 4% | -12% | 12% | 7% | -4% | 24
10: Cc1cc(CC(=O)O)c(C)cc1CC(=O)O
→ -12% | 1% | -9% | -1% | -10% | 1% | -6
11: Cc1[nH]n2c(=O)cc(-c3ccccc3Cl)nc2c1-c1ccccc1
→ 5% | x | -2% | x | -2% | x | -94*
12: COc1ccc(-n2nc3cc(C)c(N)cc3n2)cc1Cl
→ -9% | -2% | 0% | -1% | -16% | -20% | 248
13: O=c1[nH]c(Nc2ccccc2Cl)cc2ccccc12
→ -4% | x | x | 13% | x | x | 4
14: O=C(Nc1ccccc1F)c1cc(S(=O)(=O)N2CCOCC2)ccc1N1CCOCC1
→ 0% | x | 5% | 1% | -14% | 57% | -35
15: COc1cc(C(=O)OCC(=O)c2ccccc2)cc2c1OCCO2
→ -8% | x | -7% | 0% | -1% | -6% | 5
16: CCN(CC(=O)Nc1ccc(NC(C)=O)cc1)C(=O)c1cccc(-n2cccc2)c1
→ 0% | x | -3% | 1% | u | u | x
17: O=C(CSc1ncn[nH]1)NC1CCCc2ccccc21 (stereo unspecified)
→ -1% | 1% | 0% | 7% | 0% | -27% | -1
18: N#Cc1nc(-c2ccc(OCc3ccccc3Cl)cc2)oc1NCCCn1ccnc1
→ x | -8% | 6% | x | -1% | -11% | x
19: C=CCn1c(C)cc(C(=O)COC(=O)COc2ccccc2C#N)c1C
→ 3% | 2% | -10% | u | 2% | -28% | 41
20: COc1cccc(C(=O)C2CCCN(C3CCOCC3)C2)c1 (stereo unspecified)
→ -4% | 6% | 68%[activator] | 8% | 3% | -12% | 1

The listing continues:
Results follow in this order: TbPYK inhibitor | LmPK inhibitor | Sm TGR block | AMA1 RON2 block | AmpC inh detg | AmpC inh no detg | HCMV antiviral
21: Cc1ccc(S(=O)(=O)CCSC(=N)N)cc1
→ 5% | 0% | x | 0% | -1% | -10% | -40
22: Cc1ccc(Cl)cc1N1CCN(C(=O)c2c(C)oc3ncnc(N4CCCCC4)c23)CC1
→ 1% | x | 11% | x | 24% | x | -6
23: COC(=O)c1cc(S(=O)(=O)N2CCN(Cc3ccccc3)CC2)c[nH]1
→ 3% | 3% | 9% | 0% | -1% | -1% | u
24: CC(=O)N1c2ccc(S(=O)(=O)N3CCC(C(=O)NCCc4ccc(Cl)cc4)CC3)cc2CC1C (stereo unspecified)
→ -9% | -3% | -10% | -1% | 1% | 127%[activator] | -40
25: Cc1ccc(NC(=O)c2sccc2C)cc1[N+](=O)[O-]
→ -7% | u | 0% | 24% | -6% | -28% | 17
26: CCc1nnc(NS(=O)(=O)c2ccc(N/C=C\C(=O)c3ccc4ccccc4c3)cc2)s1
→ -6% | 5% | -10% | -8% | -21% | u | -31
27: Cc1oc(C)c2c(=O)cc(-c3ccc4c(c3)OCO4)cc(OC(=O)c3cccc(Br)c3)c12
→ -7% | x | u | x | -4% | x | 6
28: COc1ccc(N(C(=O)CCl)C(C(=O)NC2CCCCC2)c2cccnc2)cc1 (stereo unspecified)
→ -11% | 0% | 14µM* | 0% | -11% | 127%[activator] | -102*
29: Cc1ccccc1CN1CCN(Cc2ccccc2)CC1
→ 3% | 0% | 13% | 3% | 2% | -12% | -20
30: O=C(Nc1nc2c(F)cc(F)cc2s1)C1CCN(C(=O)c2ccc(F)cc2)CC1
→ -9% | x | -19% | 8% | -13% | -39% | 11
31: Cc1ccc(-c2nnc(CSc3nnc(C)s3)o2)cc1
→ 1% | 0% | 0% | 1% | -14% | 1% | 98
32: COc1ccccc1NC(=O)c1ccccc1SC
→ -3% | -1% | 13% | 6% | -7% | -13% | -17
33: Cc1cc(C(=O)NNC(=O)COc2ccccc2Cl)n[nH]1
→ -8% | 5% | -2% | 63%[activator] | -15% | -1% | 59
34: CC(=O)Nc1ccc(NC(=O)C/C(C)=N/NC(=O)COc2cc(C)c(Br)cc2Br)cc1
→ 2% | 5% | -10% | 84%[activator] | -9% | 71%[activator] | -3
35: COCCN(C(=O)CSc1nnc(-c2ccccc2C)n1C)c1c(N)n(Cc2ccccc2)c(=O)[nH]c1=O
→ 14% | 13% | 6% | 15% | 5% | -1% | u
36: COc1ccc2cc3c(N)nn(C(=O)c4ccccc4Cl)c3nc2c1
→ -1%&1% | 0% | -1%&-4% | 4% | -6%&13% | -52% | -70*
37: Cc1cc(C)cc(N2CC(O)Cn3c2nc2c3c(=O)[nH]c(=O)n2C)c1 (stereo unspecified)
→ 0% | -1% | 4% | -8% | 3% | 3% | 24
38: CN(C)CCCNc1ccc(S(N)(=O)=O)cc1[N+](=O)[O-]
→ 2% | 4% | 6% | -13%[11.6 µM] | u | -18% | -29
39: Cc1cc(C(=O)N/N=C/c2cccnc2)n[nH]1
→ 1% | 1% | 11% | 20% | 9% | -27% | 10
40: O=C(c1ccccc1)N1CCN(C(=O)c2nn3c(C(F)(F)F)cc(-c4ccco4)nc3c2Br)CC1
→ 3% | 2% | 40µM* | -6% | -2% | 34% | 28

Entries above that contain a furan ring, fused or not, in the order listed:
Results follow in this order: TbPYK inhibitor | LmPK inhibitor | Sm TGR block | AMA1 RON2 block | AmpC inh detg | AmpC inh no detg | HCMV antiviral
22: Cc1ccc(Cl)cc1N1CCN(C(=O)c2c(C)oc3ncnc(N4CCCCC4)c23)CC1
→ 1% | x | 11% | x | 24% | x | -6
27: Cc1oc(C)c2c(=O)cc(-c3ccc4c(c3)OCO4)cc(OC(=O)c3cccc(Br)c3)c12
→ -7% | x | u | x | -4% | x | 6
40: O=C(c1ccccc1)N1CCN(C(=O)c2nn3c(C(F)(F)F)cc(-c4ccco4)nc3c2Br)CC1
→ 3% | 2% | 40µM* | -6% | -2% | 34% | 28

New compounds follow:
Results follow in this order: TbPYK inhibitor | LmPK inhibitor | Sm TGR block | AMA1 RON2 block | AmpC inh detg | AmpC inh no detg | HCMV antiviral
41: COc1ccc(C(=O)C2CCCN(C3Cc4ccccc4C3)C2)c(OC)c1 (stereo unspecified)
→ -1% | -6% | 11% | -23% | -8% | -26% | -20
42: NC(=O)c1nsc(C(=O)N(Cc2cccnc2)C(C(=O)NCc2ccc(F)cc2)c2ccc(F)cc2)c1N (stereo unspecified)
→ -5% | -1% | -12% | 0% | -4% | 22% | -9
43: O=C(CCCn1c(SCc2cc(=O)n3ccccc3n2)nc2ccccc2c1=O)NCC1CCCO1 (stereo unspecified)
→ 3% | 1% | -6% | -19% | u | -10% | -38
44: Cc1nn2c(C)c(C(=O)NCc3cccc(Br)c3)cnc2c1-c1ccccc1
→ -1% | x | -9% | x | -1% | x | -13
45: CCN1C(=O)c2ccccc2S(=O)(=O)c2ccc(C(=O)NCc3cccnc3)cc21
→ -4% | -3% | -12% | -3% | u | -24% | 32
46: CCC(C)NCCCOc1cc(Cl)ccc1Cl (stereo unspecified)
→ -9% | -7% | -7% | -6% | -9% | -6% | 93
47: N/C(CC(=O)Nc1ccc(F)cc1F)=N\OC(=O)c1cccs1
→ 3% | -2% | 9% | 12% | -3% | -27% | 55
48: O=C(c1ccco1)N1CCN(C(=O)c2snc3ccc(Cl)cc23)CC1
→ -11% | 0% | -21% | -7% | u | -5% | -16
49: CCOC(=O)C1CCN(C(=O)c2ccc(OCC)c(OCC)c2)CC1
→ 0% | 4% | -8% | 21% | -9% | 33% | -27
50: O=C(Nc1ccccc1N1CCCC1)C1CCN(S(=O)(=O)c2ccccc2)CC1
→ -6% | x | -5% | -18% | u | -16% | -39
51: Cc1noc(C)c1NC(=O)N(C)C[C@H]1Oc2ccc(NC(=O)Nc3ccc4c(c3)OCO4)cc2C(=O)N([C@H](C)CO)C[C@@H]1C
→ 2% | x | x | -4% | x | 39% | 31
52: COCCNc1nc2c(c(=O)n(C)c(=O)n2C)n1Cc1c(F)cccc1Cl
→ 3% | x | -2% | x | 11% | x | -19
53: c1ccc2c3c(ccc2c1)OCC1CONC31 (stereo unspecified)
→ -7% | -3% | 5% | -1% | u | -4% | 23
54: CC1=CC(C)C(COC(N)=O)(COC(N)=O)C(C)C1 (stereo unspecified)
→ -6% | 7% | 41%[activator] | -1% | u | -25% | -30
55: CCN(CC)c1ccc(/C=N/NC(=O)OC)c(O)c1
→ -7% | -5% | 9% | 3% | 0% | -18% | 44
56: C/C(=N\NC(=S)NCc1ccccc1)c1ccc(C(C)(C)C)cc1
→ -18% | -5% | -16% | -5% | -11% | -33% | 17
57: COc1ccc(NC(=O)Nc2ccc3c(c2)N(C)C(=O)CS3)cc1Cl
→ 3% | 3% | -17% | 2% | 1% | -44% | -1
58: Cc1ccnc(NC2c3ccccc3C(=O)N2Cc2ccccc2Cl)c1 (stereo unspecified)
→ 2% | 6% | -2% | -11% | -2% | -12% | 8
59: CC(C)c1nn2c(=O)cc(COC(=O)c3ccc(NC(=O)c4cccs4)cc3)nc2s1
→ 2% | x | 2% | x | 11% | x | -21
60: O=C1CCN(CCCN2CCC(=O)NC2=S)C(=S)N1
→ -5% | x | x | 7% | x | x | 2
